TRPC6 inh: mouse TRPC6 channel inhibition; B-score at 10 µM; AID 2553; actives 1.1% (n = 310,000); HEK293-TRPC6, membrane potential dye, ACh-evoked depolarization; hits give low values; Q61143;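 active = B-score under library mean minus 3 SD, initial fluorescence not abnormally high, positive integrated signal ratio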;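 also: B-score derived from integrated fluorescence ratio over the kinetic read; more negative B-score means stronger inhibition of depolarization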
Target sequence (Q61143 whole entry, looked up): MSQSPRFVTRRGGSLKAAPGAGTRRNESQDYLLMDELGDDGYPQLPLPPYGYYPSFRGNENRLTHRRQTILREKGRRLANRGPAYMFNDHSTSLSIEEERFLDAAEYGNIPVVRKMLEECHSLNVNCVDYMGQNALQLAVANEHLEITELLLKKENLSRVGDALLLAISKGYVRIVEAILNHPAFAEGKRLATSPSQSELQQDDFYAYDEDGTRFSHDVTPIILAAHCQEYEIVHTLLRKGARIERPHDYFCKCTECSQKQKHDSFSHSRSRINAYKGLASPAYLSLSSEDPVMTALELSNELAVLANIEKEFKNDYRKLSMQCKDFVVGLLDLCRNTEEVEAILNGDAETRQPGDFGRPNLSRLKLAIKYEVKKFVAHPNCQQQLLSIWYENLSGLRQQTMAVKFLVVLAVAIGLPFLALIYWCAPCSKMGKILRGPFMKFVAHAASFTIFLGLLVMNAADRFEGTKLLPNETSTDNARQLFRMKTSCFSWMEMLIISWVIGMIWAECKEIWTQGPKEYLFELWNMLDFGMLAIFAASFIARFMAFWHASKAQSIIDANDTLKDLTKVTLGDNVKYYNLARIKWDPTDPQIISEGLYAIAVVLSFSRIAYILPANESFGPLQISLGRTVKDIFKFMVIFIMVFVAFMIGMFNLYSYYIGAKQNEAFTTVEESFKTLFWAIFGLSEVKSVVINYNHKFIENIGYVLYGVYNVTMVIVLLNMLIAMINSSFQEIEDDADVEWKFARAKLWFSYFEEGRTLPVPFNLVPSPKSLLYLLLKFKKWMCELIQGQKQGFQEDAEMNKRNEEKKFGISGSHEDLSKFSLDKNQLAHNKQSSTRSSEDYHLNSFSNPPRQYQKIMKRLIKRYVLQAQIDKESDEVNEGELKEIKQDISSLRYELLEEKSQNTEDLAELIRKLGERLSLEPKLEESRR
TMEM16A act: mouse TMEM16A channel activation, primary screen; actives 0.3% (n = 340,000); AID 623877; Q8BHY3; HEK293 TMEM16A/YFP-H148Q/I152L, iodide quench fluorescence; hits give low values; B-score at 10 µM;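 active = fluorescence-ratio B-score plate-corrected deviation score at least 3 library SD below zero, with starting fluorescence score within 5 deviations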;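 also: channel opened by trigger with iodide after compound preincubation; score built on the fluorescence ratio of max minus min over baseline; more negative score means more quench and so TMEM16A activation or potentiation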
TRPC4 act: activators of mouse TRPC4 channel. HEK293 TRPC4beta/mu-opioid, Fluo4 calcium fluorescence; hits give high values. AID 2237. B-score at 10 µM. Q9QUQ5. actives 0.49% (n = 310,000);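 active = B-score above 5 SD of library B-scores, and initial fluorescence ratio not above library mean plus 5 SD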;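 also: positive B-score marks a calcium rise read as TRPC4 activation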
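Material: HEK293 stable line with TRPC4beta plus mu-opioid receptor; technique: Fluo4 calcium-sensitive dye fluorescence, kinetic, 1 Hz baseline; timing: Fluo4 dye loading 45 min at room temperature, 110 s recording; controls: assay buffer as low control, maximal DAMGO as high control; read-out: integrated baseline-normalised fluorescence ratio, converted to per-well B score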
MrgX1 PAM: human MrgX1 positive allosteric modulation, primary screen | Q96LB2 | MrgX1-HEK293, Fluo-4 calcium flux, FDSS; hits give high values | B-score at 10 µM | actives 0.63% (n = 310,000) | AID 588675;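 active = plate-corrected calcium response at least 3 library SD above typical, normal starting fluorescence, not activating the receptor alone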;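 also: compound read alongside a low EC10 to EC30 dose of BAM8-22 agonist; peak minus trough fluorescence over baseline measured at the second addition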
MrgX1 antagonist: antagonists of human MrgX1 receptor; Q96LB2; MRGX1-HEK293 calcium flux, Fluo-4, BAM8-22 antagonism; hits give low values; B-score at 10 µM; actives 1.3% (n = 310,000); AID 588676;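 active = calcium-response B-score plate-corrected more than 3 library SD below zero, starting fluorescence within 5 deviations, no agonist response on first addition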;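 also: peak minus trough fluorescence over baseline after final BAM8-22 challenge near maximal dose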
TRPC4 PAM: TRPC4 (mouse) allosteric potentiation. B-score at 10 µM. AID 2227. Q9QUQ5. actives 0.42% (n = 310,000). HEK293 TRPC4beta/mu-opioid, DAMGO EC20, Fluo-4 Ca2+ flux; hits give high values;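 active = B-score of calcium response area above 5 SD of library B-scores, with initial fluorescence ratio within 5 SD of library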;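 also: B-score of integrated fluorescence ratio over time as area under calcium response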
MrgX1 ag: activates human MrgX1 receptor signaling; Q96LB2; MrgX1-HEK293 cells, Fluo-4 calcium fluorescence, agonist mode; hits give high values; B-score at 10 µM; actives 0.44% (n = 310,000); AID 588627;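 active = calcium response B-score plate-corrected fluorescence ratio at least 3 library SD, with starting fluorescence B-score inside 5 SD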
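Test system: HEK293 cells stably expressing human MrgX1 receptor; Input: fifteen thousand cells per well; Dosing: compound delivered in addition one of three; Schedule: overnight seeding, then 1 h dark dye loading; Technique: Fluo-4 NW calcium fluorescence; Measure: B-scored fluorescence response ratio; Controls: positive and negative controls per plate.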
TRPC4 block: inhibitors of mouse TRPC4 channel; actives 0.39% (n = 300,000); Q9QUQ5; AID 2247; HEK293 TRPC4beta/mu-opioid, DAMGO-evoked Fluo4 calcium flux; hits give low values; B-score at 10 µM;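 active = B-score over 3 SD under the library average, no early fluorescence shift, positive overall ratio signal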
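Assay system: HEK293 cells with stable TRPC4beta plus mu-opioid receptor expression; Probe or stimulus: DAMGO in two steps, submaximal then maximal; Dosing: single-point compound dosing; Measured by: Fluo4 calcium-dye fluorescence, kinetic read; Read-out basis: B score from integrated Fluo4 fluorescence ratio.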
TMEM16A inh: blocks the mouse calcium-activated chloride channel TMEM16A; HEK293 TMEM16A/YFP iodide influx fluorescence, ionomycin; normalized B-score (activity score, 25-100; higher = stronger inhibition) at 10 µM; actives 1.2% (n = 310,000); AID 588511;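 active = ratio plate-corrected score three or more library SD toward inhibition, starting fluorescence score within five deviations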;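 also: score derived from kinetic fluorescence span divided by baseline fluorescence per well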
RGS4 inh: human RGS4 inhibition | HEK293 M3R/RGS4 inducible, Fluo-4 calcium flux; hits give high values; triggered by carbachol at its EC20 | AID 463165 | P49798 | actives 0.45% (n = 310,000) | B-score at 10 µM;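 active = B-score, a plate-corrected calcium signal, over three deviations above library mean, with baseline fluorescence within five deviations of library mean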;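 also: RGS4 expression induced by doxycycline in cells with stable M3 receptor; B-score is computed from the integrated fluorescence ratio over baseline after carbachol; higher B-score means a larger calcium signal and so more RGS4 inhibition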
TRPC6 act: mouse TRPC6 channel activation | Q61143 | HEK293-TRPC6 membrane potential dye fluorescence; hits give high values | B-score at 10 µM | actives 0.13% (n = 310,000) | AID 2550;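 active = B-score of the integrated fluorescence ratio above library mean plus 3 SD, and starting fluorescence ratio within library mean plus 5 SD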;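 also: higher score means more depolarization so channel activation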
The depositor's hits bear a star; i = inactive; nt = no result given.

SMILES	TRPC6 inh	TMEM16A act	TRPC4 act	MrgX1 PAM	MrgX1 antagonist	TRPC4 PAM	MrgX1 ag	TRPC4 block	TMEM16A inh	RGS4 inh	TRPC6 act
Cc1ccc(S(=O)(=O)N(C)c2ccc(OCC(=O)NC3=NCCS3)cc2)cc1	i	i	i	i	i	i	i	i	i	i	i
CCN(CC)CCn1c2c(c(SCC(=O)Nc3ccc(F)c(F)c3)nc1=O)CCC2	i	i	i	i	-9.5*	i	i	i	i	i	i
CCOC(=O)c1ccc(N=NN(C)C)cc1	i	i	i	i	i	i	i	i	i	i	i
COc1cc(NC(=O)c2ccc3snnc3c2)cc(OC)c1	i	i	i	i	i	i	i	i	i	i	i
O=S(=O)(c1cccc(C(F)(F)F)c1)N1CCC(CO)(CCCc2ccccc2)CC1	i	i	i	i	i	i	i	i	i	i	i
CCOC(=O)C1=C(CN2CCC(C)CC2)NC(=O)NC1c1ccc(Cl)cc1 (configuration not stated)	i	i	i	i	i	i	39*	i	i	i	i
CCn1c(SCC(N)=O)nnc1-c1ccc(S(=O)(=O)N2CCN(C)CC2)cc1	i	i	i	i	i	i	i	i	i	i	i
COc1ccccc1N1CCN(CC(=O)c2c(C)n(C)c3ccccc23)CC1	i	i	i	i	i	i	i	i	i	i	i
CN(C)c1ccc(C(=O)/C=C/c2ccccc2)cc1	i	i	i	i	i	i	i	i	i	i	i
COc1cc(-c2nnco2)cc(OC)c1OC	i	nt	i	i	i	i	i	i	i	i	i
CC(C)CCNC(=O)CN(Cc1ccccc1)C(=O)CCC(=O)Nc1ccccn1	i	i	i	i	i	i	i	i	i	i	i
Cc1[nH]c2ccccc2c1C(c1ccccn1)N1CCC(C(N)=O)CC1 (configuration not stated)	i	i	i	i	i	i	i	i	i	i	i
CCOC(=O)Cc1nnc(NC(=O)COc2ccc(OC)cc2)s1	i	i	i	i	i	i	i	i	i	i	i
CCOCCCN(Cc1cc2cc(C)cc(C)c2[nH]c1=O)C(=O)N(CC)CC	i	i	i	i	i	i	i	i	i	i	i
CCOc1ccccc1/C=C(\C#N)C(=O)NC1CC1	i	i	i	i	i	i	i	i	i	i	i
CCN(CC)S(=O)(=O)c1ccc(NC(=O)c2cnccn2)cc1	i	i	i	i	i	i	i	i	i	i	i
O=C(CCC(=O)N1CCc2ccccc2C1)NCCc1ccc(Cl)cc1	i	i	i	i	i	i	i	i	i	i	i
Cc1ccc(C(NC(=O)C(C)C)c2cc([N+](=O)[O-])c3cccnc3c2O)cc1 (configuration not stated)	i	i	i	i	i	i	i	i	i	i	i
Cc1ccc(C(=O)NCC(=O)OCC(=O)NCC(F)(F)F)cc1	i	i	i	i	i	i	i	i	i	i	i
CC(C)NC(=O)CC1OC(=O)c2ccccc21 (configuration not stated)	i	i	i	i	i	i	i	i	i	i	i
CCOC(=O)CNC(=S)N(Cc1cccs1)C1CCCC1	i	i	i	i	i	i	i	i	i	i	i
CCOc1ccc(N(CC(=O)NCC(C)C)S(C)(=O)=O)cc1	i	i	i	i	i	i	i	i	i	i	i
Cc1ccc(NC(=O)CSc2nnc(NC(=O)c3ccco3)s2)cc1	i	i	i	i	i	i	i	i	i	i	i
CC(NC(=O)Nc1ccc2c(c1)OCO2)c1ccncc1 (configuration not stated)	i	i	i	i	i	i	i	i	i	i	i
CC1CC(C)CN(C(=O)c2ccc(NS(=O)(=O)c3ccc4[nH]c(=O)[nH]c4c3)cc2)C1 (configuration not stated)	i	i	i	i	i	i	i	i	i	i	i
O=C(CSc1nc2ccccc2o1)NCc1ccco1	i	i	i	i	i	i	i	i	i	i	i
CC(C)(C)c1cc(C(C)(C)C)cc(S(=O)(=O)CCc2ccccn2)c1	i	i	i	i	i	i	i	i	i	i	i
Cn1c(=O)c2c(nc(N3CCOCC3)n2CCc2ccccc2)n(C)c1=O	i	i	i	i	i	i	i	i	i	i	i
NC(=O)c1cc(N=Nc2c(N)[nH]n(-c3c(Cl)cc(Cl)cc3Cl)c2=O)ccc1Cl	i	i	i	i	i	i	i	i	i	i	i
O=S(=O)(NC1CCCCC1)c1ccc(Br)s1	i	i	i	i	i	i	i	i	i	i	i
Cc1ccc(C(=O)N2CCCCCC2)cc1Br	i	i	i	i	i	i	i	i	i	i	i
COc1ccccc1N1CCN(S(=O)(=O)c2ccc3c4c(cccc24)C(=O)N3)CC1	i	i	i	i	i	i	i	i	i	i	i
CC(C)=CCN1CCN(Cc2cc(CC(C)C)n[nH]2)CC1CCO (configuration not stated)	i	i	i	i	i	i	i	i	i	i	i
Cc1ccc(S(=O)(=O)N2CCN(CC3CC4C=CC3C4)CC2)cc1 (configuration not stated)	i	i	i	i	i	i	i	i	i	i	i
O=C(NCc1ccccc1)C(c1ccco1)N(C(=O)c1csnn1)c1ccccc1F (configuration not stated)	i	i	i	i	i	i	i	i	i	i	i
CCN(C(C)=O)N(CC)c1nc(Cl)nc(NC(C)C)n1	i	i	i	i	i	i	i	i	i	i	i
Clc1ccc(-c2cc(CSc3cccc(Cl)c3)on2)cc1	i	i	i	i	i	i	i	i	i	i	i
Cc1sc2nc(SCC(=O)N(CCO)CCO)n(C3CCCCC3)c(=O)c2c1C	i	i	i	i	i	i	i	i	i	i	i
CCN1CCN(CCC(=O)Nc2ccccc2C)CC1	i	i	i	i	i	i	i	i	i	i	i
CCOC(=O)CCNC(=O)c1ccccc1Br	i	i	i	i	i	i	i	i	i	i	i
COc1cccc(CNC(=O)CSc2nnc3c(n2)[nH]c2ccc(OC)cc23)c1	i	i	i	i	i	i	i	i	i	i	i
Cn1cc([N+](=O)[O-])c(C(=O)N/N=C/c2ccncc2)n1	i	i	i	i	i	i	i	i	i	i	i
Cc1c([N+](=O)[O-])cc(C(=O)N2CCOCC2)cc1[N+](=O)[O-]	i	i	i	i	i	i	i	i	i	i	i
CC1Sc2ccc(S(=O)(=O)NCCc3ccccc3)cc2NC1=O (configuration not stated)	i	i	i	i	i	i	i	i	i	i	i
O=P(O)(O)COc1ccccc1P(=O)(c1ccccc1)c1ccccc1	i	i	i	i	i	i	i	i	i	i	i
C[C@H](NC(=O)N1CCn2c1nc1ccccc12)C(=O)NC1CC1	i	i	i	i	i	i	i	i	i	i	i
CC(C)NS(=O)(=O)c1ccc(Br)c(C(=O)OC(C)C(=O)NC2CCCCC2C)c1 (configuration not stated)	i	i	i	i	i	i	i	i	i	i	i
CC(C)Cc1ccc(C#N)c(SCC(N)=O)n1	i	i	i	i	i	i	i	i	i	i	i
Nc1c(C(=O)Nc2ccccc2)nnn1-c1ccc2c(c1)OCCO2	i	i	i	i	i	i	i	i	i	i	i
O=C(COC(=O)CCSc1ccccc1Cl)NCc1ccco1	i	i	i	i	i	i	i	i	i	i	i
CCc1cc(=O)oc2c3c(cc(OCC(=O)NCCCC(=O)O)c12)OC(C)(C)CC3	i	i	i	i	i	i	i	i	i	i	i
COc1ccc(NC(=O)CCS(=O)(=O)c2ccc(OC)cc2)cc1	i	i	i	i	i	i	i	i	i	i	i
COc1cccc(NC(=O)c2ccc3c(c2)N(CC(=O)N2CCCCC2)C(=O)C(C)(C)O3)c1	i	i	i	i	i	i	i	i	i	i	i
O=c1cc(NCc2ccc3c(c2)OCO3)[nH]c(=O)n1-c1ccc(Cl)cc1	nt	i	nt	i	i	nt	i	nt	i	nt	nt
Clc1ccc(SCCOCCN2CCc3ccccc3C2)cc1	i	i	i	i	i	i	i	i	i	i	i
CC1(C)CC(=O)C=C(Nc2ccc(F)c(Cl)c2)C1	i	i	i	i	i	i	i	i	i	i	i
O=C(c1cccc(C(F)(F)F)c1)N1CCC(O)(CS(=O)(=O)Cc2ccc(Cl)cc2)CC1	i	i	i	i	i	i	i	i	i	i	i
CC1CCCCC1NC(=O)CCS(=O)(=O)c1cccc2nonc12 (configuration not stated)	i	i	i	i	i	i	i	i	i	i	i
CCCOc1ccc(C(=O)CCC(=O)NNC(=O)Cn2nc(C)cc2C)cc1	i	i	i	i	i	i	i	i	i	i	i
Cc1cccn2c(=O)c(/C=C(\C#N)C(=O)NCc3ccco3)c(N3CCCCCC3)nc12	i	i	i	i	i	i	i	i	i	i	i

The listing continues:
SMILES	TRPC6 inh	TMEM16A act	TRPC4 act	MrgX1 PAM	MrgX1 antagonist	TRPC4 PAM	MrgX1 ag	TRPC4 block	TMEM16A inh	RGS4 inh	TRPC6 act
Fc1ccc(-c2csc3ncnc(N4CCc5ccccc5C4)c23)cc1	i	i	i	i	i	i	i	i	i	i	i
Cc1ccc(OCC(=O)NCCNC(=O)c2cccnc2)cc1C	i	i	i	i	i	i	i	i	i	i	i
Oc1c(Br)cc(/C=N/n2c(-c3ccccc3)n[nH]c2=S)c(O)c1Br	i	i	i	i	i	i	i	i	i	i	i
NC(=O)C1CCN(CCS(=O)(=O)c2ccc(Cl)cc2)CC1	i	i	i	i	i	i	i	i	i	i	i
CS(=O)(=O)N(CC(=O)NCC1CCCO1)c1ccc(F)c(Cl)c1 (configuration not stated)	i	i	i	i	i	i	i	i	i	i	i
Cc1nnc(NC(=O)C2CCCCC2)s1	i	i	i	i	i	i	i	i	i	i	i
Cc1nn(-c2ccccc2)c(C)c1C(=O)Oc1ccccc1	i	i	i	i	i	i	i	i	i	i	i
COc1ccc(CNC(=O)CC23CC4CC(CC(C4)C2)C3)cc1OC	i	i	i	i	i	i	i	i	i	i	i
CCn1c(SCC(=O)N2CCc3ccccc32)nnc1-c1ccco1	i	i	i	i	i	i	i	i	i	i	i
CN=C(Cc1ccccc1)C1=C(O)CC(C)(C)CC1=O	i	i	i	i	i	i	i	i	i	i	i

Bioassay records (PubChem BioAssay)
